ssDAF12 agonist: activates DAF-12 receptor from parasite S. stercoralis | AID 652126 | activation, % at 6.8 µM | 1% of 370,000 active | HEK293 ssDAF-12/GRIP1 lit1-tk-luc reporter, luminescence; % of 3 µM dafachronic acid response;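 active means activation above the mean over all tested compounds plus 3 SD, cut at about 0.9% in these data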;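 further: 0% = DMSO-only wells and 100% = 3 µM delta7-dafachronic acid wells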
DAX1 inh-1: inhibits human nuclear receptor DAX1; P51843; HEK293 Gal4-DAX1 luciferase reporter, luminescence; inhibition, % at 6.75 µM; 0.99% of 340,000 active; AID 504766;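 active means inhibition above the mean over all tested compounds plus 3 SD, cut at about 4.2% in these data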;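 further: 0% = DAX1-transfected cells with DMSO and 100% = empty-vector control cells with DMSO; inhibition shows as a rise in luminescence from relieved DAX1 repression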
hcDAF12 agonist: activators of H. contortus DAF-12 nuclear receptor; 1.4% of 370,000 active; HEK293 hcDAF-12 lit1-tk-luc reporter, luminescence; 0% DMSO, 100% Δ7-dafachronic acid; AID 652067; activation, % at 6.8 µM;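 active means activation above the mean of all tested compounds plus 3 SD, cut at about 5.5% in these data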;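 further: 100% = response to 3 µM Δ7-dafachronic acid high control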
Rev-erbA mod: modulators of human Rev-erb alpha DNA binding; P20393; Rev-erbα–FITC-DNA binding, fluorescence polarization, 90 min; activity, % at 10 µM; 0.79% of 370,000 active; AID 1259318;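 active means activity above about 14%, limit read from the data; passing the limit was not always enough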;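 further: 0% = DMSO wells with 35 nM protein and 100% = DMSO wells with 750 nM protein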
MBD2 DNA inh: inhibitors of human MBD2 binding to methylated oligonucleotide; TR-FRET; Q9UBB5; 0.31% of 370,000 active; inhibition, % at 4.4 µM; in the data active means inhibition above about 13%
Target sequence (Q9UBB5 whole entry, looked up): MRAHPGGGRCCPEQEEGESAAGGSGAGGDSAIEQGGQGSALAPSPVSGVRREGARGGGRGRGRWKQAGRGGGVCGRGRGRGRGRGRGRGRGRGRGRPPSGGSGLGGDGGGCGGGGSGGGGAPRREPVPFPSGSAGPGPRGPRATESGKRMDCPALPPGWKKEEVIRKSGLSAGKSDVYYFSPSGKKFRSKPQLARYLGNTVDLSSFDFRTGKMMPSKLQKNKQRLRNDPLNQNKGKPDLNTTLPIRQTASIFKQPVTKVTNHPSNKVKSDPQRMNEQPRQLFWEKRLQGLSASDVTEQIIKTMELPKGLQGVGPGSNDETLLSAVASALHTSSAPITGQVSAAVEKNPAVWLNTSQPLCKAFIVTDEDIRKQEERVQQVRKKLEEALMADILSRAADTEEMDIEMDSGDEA
hgDAF12 agonist: hgDAF-12 agonism, primary luciferase screen | HEK293 GAL4-hgDAF12 UAS-luciferase reporter, agonist luminescence; normalized to butyrate control | activation, % at 6.8 µM | 1.8% of 370,000 active;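 active means activation above a cutoff set at the mean of all screened compounds plus 3 SD, cut at about 10% in these data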;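 further: 0% = DMSO wells and 100% = sodium butyrate wells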
SMARCA2 act: SMARCA2 function activation, primary screen; activation, % at 9.1 µM; 1% of 370,000 active; AID 652017; MG213 cells, MMTV-luciferase reporter, dexamethasone, overnight; in the data active means activation above about 7.8%;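 further: 0% = vehicle wells and 100% = reference activator wells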
PLC-gamma1 inh: inhibitors of human phospholipase C gamma1. P19174. purified PLC-gamma1, fluorogenic substrate, fluorescence. inhibition, % at 12.2 µM. 0.84% of 370,000 active; in the data active means inhibition above about 9.5%
ADAM17 inh: inhibits human ADAM17; 0.83% of 370,000 active; recombinant ADAM17, EDANS/DABCYL FRET peptide cleavage; inhibition, % at 6.95 µM;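 active means inhibition above the mean of compounds lying between control limits plus 3 SD, set per campaign, cut at about 8.5% in these data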;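 further: 0% = DMSO-only wells as the low control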
Target sequence (P78536 215-824 limits assumed): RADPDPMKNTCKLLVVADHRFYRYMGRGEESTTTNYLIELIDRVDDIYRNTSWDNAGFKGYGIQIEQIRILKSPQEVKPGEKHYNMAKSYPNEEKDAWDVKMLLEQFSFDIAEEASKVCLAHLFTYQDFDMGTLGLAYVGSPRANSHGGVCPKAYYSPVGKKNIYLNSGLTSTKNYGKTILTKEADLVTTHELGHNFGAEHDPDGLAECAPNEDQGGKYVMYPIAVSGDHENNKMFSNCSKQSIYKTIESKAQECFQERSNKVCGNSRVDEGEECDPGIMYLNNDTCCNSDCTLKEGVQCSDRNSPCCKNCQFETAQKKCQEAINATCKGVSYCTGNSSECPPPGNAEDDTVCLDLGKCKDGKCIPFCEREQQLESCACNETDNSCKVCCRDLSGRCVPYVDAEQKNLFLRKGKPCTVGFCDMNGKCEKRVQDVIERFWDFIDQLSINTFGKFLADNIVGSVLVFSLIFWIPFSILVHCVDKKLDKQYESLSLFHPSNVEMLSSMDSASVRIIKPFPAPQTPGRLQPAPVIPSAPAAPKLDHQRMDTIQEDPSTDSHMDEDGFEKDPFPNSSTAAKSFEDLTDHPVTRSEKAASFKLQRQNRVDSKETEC
PLC-beta3 inh: inhibitors of human phospholipase C beta3. Q01970. Purified PLC-beta3, fluorogenic substrate, fluorescence. inhibition, % at 12.2 µM. 0.18% of 370,000 active. AID 720704; in the data active means inhibition above about 11%;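 further: 0% = median of compound wells on plate and 100% = full blocker control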
DAX1 inh-2: DAX1 (NR0B1) inhibition, primary screen | HEK293T StAR-luciferase reporter, SF-1/DAX-1 repression relief | inhibition, % at 6.8 µM | 1.1% of 370,000 active | AID 652010;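 active means inhibition above the mean over all tested compounds plus 3 SD, cut at about 3.6% in these data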;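 further: 0% = DAX-1 cells with DMSO and 100% = cells lacking DAX-1 with DMSO; higher inhibition means more luminescence from relief of DAX-1 repression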
* marks the source's active call; other numbers are inactive results; / = no result given.

SMILES | ssDAF12 agonist | DAX1 inh-1 | hcDAF12 agonist | Rev-erbA mod | MBD2 DNA inh | hgDAF12 agonist | SMARCA2 act | PLC-gamma1 inh | ADAM17 inh | PLC-beta3 inh | DAX1 inh-2
Cc1cc2c3c(c1)C(C)(c1ccccc1)CC(C)(C)N3C(=O)C21C(C#N)=C(N)OC2=C1C(=O)CC(C)(C)C2 (stereo not drawn) | -0.8 | -0.4 | -1.4 | 1 | -3 | -2.4 | -3 | 1 | 8 | -1 | 0.1
COc1cccc(-c2nc(CCl)cs2)c1 | -1.3 | -0.2 | 0.0 | 4 | -1 | 0.2 | -3 | -2 | -2 | -5 | 1.8
COC(=O)C1=C(C)NC(=O)/C1=C/c1ccc(CNS(=O)(=O)c2ccc(C)cc2)o1 | -1.5 | 0.8 | 1.1 | -1 | 1 | 2.6 | -3 | -6 | -2 | -7 | -0.4
COc1ccc(OC)c(NC(=O)C2(C)CCN2Cc2ccccc2OC(F)F)c1 (stereo not drawn) | -2.1 | / | -3.7 | -1 | 4 | -2.1 | -5 | 0 | 2 | -1 | -1.6
O=C(c1ccccc1)C1CCN(c2ncnc3sccc23)CC1 | -2.6 | / | -6.5 | 3 | -3 | -8.5 | / | 2 | 0 | 2 | /
O=C(NCc1ccccc1)c1ccc(-c2ccccc2F)o1 | 0.9* | 2.6 | 1.1 | 5 | -5 | 10 | 5 | 3 | 0 | -1 | 2.6
CN(C)c1ccc(NC(=O)c2cnsn2)cc1 | -0.5 | -0.7 | 3.5 | -2 | -3 | 10 | 1 | -1 | -1 | -2 | 6.3*
CCn1cc(/C=C(\NC(=O)c2ccc(OC)c(OC)c2)C(=O)NCCN2CCOCC2)c2ccccc21 | -0.9 | 0.6 | 0.7 | 4 | -4 | -0.4 | -2 | -5 | -1 | -15 | 0.3
COc1cccc(C(=O)OCC(=O)Nc2ccccc2N2CCOCC2)c1 | -1.2 | 0.3 | -1.1 | 2 | 6 | -0.3 | 4 | 2 | -5 | 7 | 0.1
Cc1ccc(C(=O)N2CCCC2)c(F)c1F | -1.7 | -0.9 | 3.5 | -1 | -5 | -1.9 | -3 | 3 | 1 | 5 | 0.6
Cc1cc(Cl)c(S(=O)(=O)Nc2cc(S(=O)(=O)N3CCOCC3)ccc2F)cc1OCC(N)=O | -0.9 | -0.3 | -1.1 | -3 | -1 | 0.9 | 1 | -1 | -1 | -6 | 0.8
O=C(Nc1ccc(N2CCOCC2)nc1)c1c(F)cccc1F | 0.1 | / | -0.7 | -2 | -4 | 2.6 | 3 | 2 | -2 | -2 | 0.1
O=C1NC(Cc2c[nH]c3ccccc23)C(=O)N1c1ccc(F)cc1 (stereo not drawn) | -0.5 | 0.9 | 0.6 | -2 | -5 | 2.3 | 2 | 0 | -1 | 0 | 0.0
O=c1c2sccc2nc(SCc2cc(=O)n3cc(Br)ccc3n2)n1Cc1ccccn1 | -0.6 | -0.4 | -1.4 | 4 | 0 | 0.9 | 7 | -15 | -6 | -30 | 1.2
O=C(NNC(=S)NC(=O)c1ccco1)c1ccc(F)cc1 | -1.0 | 1.0 | -0.1 | -3 | 0 | 1.0 | -1 | -1 | 1 | -6 | 0.0
COc1nc(C)nc2c1sc(=S)n2C | -1.2 | 2.3 | 0.0 | 8 | -3 | 0.3 | -1 | 3 | 1 | 2 | -0.3
O=C(NCCCn1ccnc1)c1cc2c(s1)CCCCC2 | 0.3 | 0.0 | 3.1 | -5 | -3 | 4.0 | -1 | 2 | 2 | 2 | -0.1
COc1cccc(Nc2ncnc3nc[nH]c23)c1 | -1.2 | 0.2 | 2.7 | 5 | 5 | 5.8 | 4 | -4 | 0 | -6 | 2.2
CSc1ccccc1NC(=O)Cn1nc([N+](=O)[O-])cc1C | -0.4 | 1.7 | 1.0 | 0 | 0 | -0.6 | -2 | 3 | -1 | 2 | 0.0
O=C(c1cccc(F)c1)N1CCCC(c2nc(-c3cccs3)no2)C1 (stereo not drawn) | -0.8 | / | -2.2 | 9 | -4 | -0.7 | -1 | -4 | 3 | 1 | -0.3
CCOc1ccc(CC(=O)Nc2ccc(-c3ccc4nnc(C)n4n3)cc2)cc1 | -1.6 | 2.3 | -1.5 | -8 | -3 | -3.7 | -3 | -122 | -29 | -178 | -0.3
CCOC(=O)c1cccc(NC(=O)CS(=O)(=O)Cc2nc(-c3cccc(OC)c3)oc2C)c1 | -2.0 | -1.0 | -1.2 | 4 | 2 | -0.4 | 6 | 4 | 0 | 5 | 0.0
CCC(C)NC(=O)CSc1nnc(-c2ccncc2)n1-c1ccc(OC)cc1 (stereo not drawn) | -1.1 | -0.3 | 0.9 | 4 | 2 | -1.2 | 1 | 4 | 2 | 2 | -0.2
CCCCOc1ccc(C(=O)NCC(=O)OCC(=O)c2c(N)n(C)c(=O)n(C)c2=O)cc1 | -0.9 | -0.5 | 0.2 | -1 | 1 | -0.4 | 1 | -1 | -5 | 0 | 0.9
COCCC(=O)N1CCC(Oc2ccc(C(=O)N3CCCC(CCCO)C3)cc2)CC1 (stereo not drawn) | -1.4 | -0.1 | -1.7 | 0 | 1 | -0.8 | 0 | 1 | 1 | -6 | -1.0

Next results.
SMILES | ssDAF12 agonist | DAX1 inh-1 | hcDAF12 agonist | Rev-erbA mod | MBD2 DNA inh | hgDAF12 agonist | SMARCA2 act | PLC-gamma1 inh | ADAM17 inh | PLC-beta3 inh | DAX1 inh-2
CN(C)C(=O)c1cccc(-c2cnc3c(NC=O)cc(-c4ccc(F)cc4)cn23)c1 | -1.4 | / | -2.7 | 5 | 0 | -0.1 | -2 | -40 | -17 | -54 | -0.7
COC(=O)[C@]12C[C@H](CC(=O)NCCCCc3ccccc3)C(=O)N(CCC3=CCCCC3)C1=C[C@H](COCc1ccccc1)O[C@@H]2C | -0.6 | / | 0.7 | -6 | -2 | 1.2 | -4 | -2 | 2 | 1 | 0.6
CC1=C(C(=O)N(C(C)C)C(C)C)CC(CC(=O)NCc2cccs2)C(=O)N1Cc1ccccc1 (stereo not drawn) | -1.3 | -0.1 | -1.6 | 0 | -3 | -1.0 | -3 | 1 | -1 | 1 | -0.5
C(=C\c1ccccc1)/CN1CCN(C(c2cc3ccccc3o2)c2nnnn2C2CCCCC2)CC1 (stereo not drawn) | -0.8 | / | 2.4 | 4 | 2 | 0.2 | 0 | 1 | 0 | -8 | 2.2
COc1ccc(C(=O)C(/C=N/O)=N/Nc2ccc(F)cc2)cc1 | -1.4 | -0.9 | -1.4 | 5 | 4 | -1.5 | -4 | 0 | -1 | -2 | -0.9
CCCCC(=O)N/N=C(\C)CC(=O)Nc1cc(Cl)ccc1OC | -0.3 | 0.1 | 1.5 | -3 | 9 | -1.5 | -5 | -1 | 2 | 3 | -0.8
C/C(=N\NC(=S)Nc1cccc(C)c1)c1ccccc1 | -0.5 | 0.3 | -0.9 | -2 | 1 | -2.5 | -1 | -2 | -6 | 0 | -0.3
O=C(Cc1ccc(-n2cccc2)cc1)N1CCc2ccccc21 | -1.0 | -0.5 | -1.6 | -4 | -2 | -0.2 | 3 | 9.9* | 1 | 5 | 0.3
CN(c1ccc(C(=O)NCCSC(C)(C)C)cc1)S(C)(=O)=O | -0.7 | 1.2 | 0.8 | 4 | 0 | 5.0 | 6 | 4 | -1 | 4 | 1.3
COc1ccc(CNC(=O)Nc2nc(C(N)Cc3ccc(C(F)(F)F)cc3)cs2)cc1 (stereo not drawn) | -1.1 | / | -1.8 | -6 | 4 | -0.9 | -4 | 1 | 0 | 4 | 0.1
COc1ccc(CNC(=O)c2cc(S(=O)(=O)N3CCCC3)cn2C)cc1 | -1.1 | 0.4 | 0.3 | -4 | -1 | -1.9 | 0 | 2 | -1 | 3 | -1.7
COc1ccc(CNC(=O)C2COc3ccccc3O2)cc1 (stereo not drawn) | -0.7 | 1.8 | 0.4 | 3 | 3 | 5.2 | 1 | -2 | -5 | 0 | -0.2
Cc1ccc(C(=O)Oc2cccc(NC(=O)c3ccco3)c2)cc1S(=O)(=O)N1CCC(C)CC1 | -1.0 | -0.5 | 0.8 | 4 | -3 | 0.7 | 1 | -3 | 7 | -3 | 0.2
Cc1cc(=O)oc2cc(OCCC[n+]3ccccc3)ccc12 | -1.4 | 0.1 | -1.9 | 0 | 1 | 2.2 | -1 | -2 | -11 | -9 | -0.2
COC(=O)CS(=O)(=O)c1cc([N+](=O)[O-])ccc1NC(=O)OC | -2.5 | 0.1 | 1.9 | -9 | 9 | 0.6 | -4 | 5 | -1 | -4 | -0.2
COC(=O)c1ccc(C)c(-n2c(=O)n(Cc3ccccc3)c(=O)c3[nH]cnc32)c1 | -1.9 | -0.7 | -2.5 | 4 | 4 | -3.8 | 1 | 5 | 0 | -3 | -0.2
CCCc1cc(=O)[nH]c(SCC(=O)N(CCC#N)c2ccc3c(c2)OCCO3)n1 | -1.0 | 1.1 | -0.2 | 2 | 1 | 1.0 | -1 | 1 | -5 | -10 | -0.7
CCn1c(COc2ccccc2C)nnc1SCC(=O)CC(=O)Nc1ccccc1OC | -0.9 | -2.2 | 1.6 | 4 | 6 | -0.3 | 0 | -7 | -2 | -7 | 0.2
COc1cc([N+](=O)[O-])ccc1NC(=O)Cn1ccsc1=N | -0.1 | 1.2 | -0.2 | 5 | 6 | 0.2 | 2 | 0 | -5 | -3 | -2.9
C[C@@H]1CN([C@H](C)CO)C(=O)CCCn2nncc2CO[C@H]1CN(C)Cc1ccccc1C(=O)O | -0.7 | 0.6 | -0.3 | 2 | -3 | -1.5 | -1 | 0 | 0 | 0 | 0.2
COC(=O)CN(C)C1CC(=O)N(c2ccc(Cl)cc2)C1=O (stereo not drawn) | -1.0 | 2.8 | 0.6 | 2 | -6 | 1.1 | 1 | 2 | -1 | 3 | -0.7
CC(=O)N1CCN(CCN=CC2=C(O)CC(c3ccco3)CC2=O)CC1 (stereo not drawn) | -0.7 | -1.2 | -2.5 | -6 | -7 | 0.9 | -2 | -3 | -3 | -3 | -1.4
COc1cccc(CC(NC(C)=O)C(=O)NC2CCN(S(=O)(=O)c3ccc(NC(C)=O)cc3)CC2)c1 (stereo not drawn) | -1.3 | -0.3 | -1.3 | 5 | 3 | 0.9 | -3 | -1 | -1 | -3 | -0.4
O=C1/C(=C/c2ccc(O)cc2)CCc2ccc([N+](=O)[O-])cc21 | -0.5 | -0.1 | -1.7 | 1 | -3 | 1.4 | -1 | 1 | 3 | 1 | 0.3
O=C(Cc1ccccc1)NCC(=O)N1CCCCCC1 | -1.0 | 1.6 | -0.8 | -2 | 0 | 3.8 | -3 | 2 | -5 | 3 | 0.3
O=c1oc(-c2ccccc2)c(-c2ccccc2)c2ccccc12 | -0.5 | -1.1 | 1.4 | -5 | 6 | -1.8 | -3 | 7 | 0 | 1 | -1.5
COc1cccc(CN2CCC(n3nccc3NC(=O)CCOc3ccccc3)CC2)c1 | -1.4 | -0.1 | -3.2 | -4 | 1 | 4.0 | 2 | -1 | -1 | 4 | -1.4
